RmlCD inh 1536 – blocks M. tuberculosis RmlC and RmlD coupled enzymes | RmlC+RmlD coupled enzyme assay, percent inhibition; primary screen in compound mixtures | P9WH09+P9WH11 | AID 1533 | inhibition, % at 3.6 µM | hit rate 0.03% among 160,000; in the data active = inhibition mostly above about 34%, no sharp cut-off; inconclusive = no clear call, values can overlap the other calls; inactive = mostly below about 22%; also: some results filed as inactive read as strong as hits
Target sequence (P9WH09 whole entry, looked up): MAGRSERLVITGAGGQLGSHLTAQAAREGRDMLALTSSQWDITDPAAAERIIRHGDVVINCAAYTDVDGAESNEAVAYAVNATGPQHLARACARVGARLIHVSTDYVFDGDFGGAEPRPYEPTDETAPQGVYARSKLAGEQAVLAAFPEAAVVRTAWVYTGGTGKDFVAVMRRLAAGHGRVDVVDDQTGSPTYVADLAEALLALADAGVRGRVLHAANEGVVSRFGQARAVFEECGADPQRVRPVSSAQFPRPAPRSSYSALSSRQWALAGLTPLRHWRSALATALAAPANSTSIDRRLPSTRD
Target sequence (P9WH11 whole entry, looked up): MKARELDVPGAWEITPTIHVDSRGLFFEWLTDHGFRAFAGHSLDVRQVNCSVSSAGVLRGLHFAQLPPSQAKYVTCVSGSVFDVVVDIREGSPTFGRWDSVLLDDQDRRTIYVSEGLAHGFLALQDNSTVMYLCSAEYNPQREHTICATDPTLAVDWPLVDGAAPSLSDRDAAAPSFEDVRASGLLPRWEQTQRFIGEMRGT
M. tuberculosis GlmU – inhibition of mycobacterial GlmU enzyme – biochemical, glucosamine-1-phosphate acetyltransferase (AID 1376) | M. tuberculosis GlmU acetyltransferase enzyme assay; higher % means a stronger effect | hit rate 0.25% among 220,000 | inhibition, %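 (tested at 30 µM in the primary screen)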, or IC50 in µM where a hit was titrated; in the data active = inhibition above about 13%; inconclusive = no clear call, values can overlap the other calls;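 also: 0% = complete reaction with vehicle and 100% = reaction without substrate; strong numbers were not always called active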
Starred values were filed as active, the others as inactive; u = inconclusive; x = no result given.

Sample of the layout (six entries):
SMILES	RmlCD inh 1536	M. tuberculosis GlmU
O=C(Nc1ccccc1Br)C1CC(=O)N(c2ccc3c4c(cccc24)CC3)C1 (stereo not drawn)	-11	3.9%
Clc1ccccc1-c1nc(-c2ccncc2)no1	-14	0.0%
Cc1nn(Cc2ccccc2)c(Cl)c1C(=O)NC1CCCc2ccccc21 (stereo not drawn)	9	-6.4%
COc1ccc(C2C3=C(CC(c4ccco4)CC3=O)Nc3ccccc3N2C(C)=O)cc1 (stereo not drawn)	10	0.6%
CCCN1CCC2(CC1)C(C#N)=C(N)Oc1c2sc2nc(C)cc(C)c12	x	-0.5%
CCOC(=O)NC(O)C(=O)c1ccc(F)cc1 (stereo not drawn)	-7	-1.1%

The list itself, from the start:
SMILES	RmlCD inh 1536	M. tuberculosis GlmU
O=C(Nc1ccccc1Br)C1CC(=O)N(c2ccc3c4c(cccc24)CC3)C1 (stereo not drawn)	-11	3.9%
Clc1ccccc1-c1nc(-c2ccncc2)no1	-14	0.0%
Cc1nn(Cc2ccccc2)c(Cl)c1C(=O)NC1CCCc2ccccc21 (stereo not drawn)	9	-6.4%
COc1ccc(C2C3=C(CC(c4ccco4)CC3=O)Nc3ccccc3N2C(C)=O)cc1 (stereo not drawn)	10	0.6%
CCCN1CCC2(CC1)C(C#N)=C(N)Oc1c2sc2nc(C)cc(C)c12	x	-0.5%
CCOC(=O)NC(O)C(=O)c1ccc(F)cc1 (stereo not drawn)	-7	-1.1%
O=C(O)c1ccccc1-c1ccccc1C(=O)Nc1ccccc1	30	5.7%
COc1ccc(S(=O)(=O)N2CCOCC2)cc1NC(=O)c1cccc2c(=O)c(C)c(-c3ccccc3)oc12	-5	1.6%
O=C(NCc1ccco1)C1CC(c2ccc(Cl)cc2)=NO1 (stereo not drawn)	13	-4.5%
CN(C)c1ccc(CNc2ncn[nH]2)cc1	6	0.3%
Fc1ccc(CSc2ccc(-c3cccs3)nn2)cc1	9	-1.2%
CCCCOCCCNC(=O)N[C@H](C(=O)O)C(C)CC (stereo partly drawn)	-6	2.2%
COc1ccc(OC)c2[nH]c(C(=O)O)cc12	x	-0.7%
O=C(NC1CCCCC1)C1CC(=O)N(CCc2ccccc2)C1 (stereo not drawn)	-6	1.0%
COc1ccc(C(=O)CSc2nnc(Cc3ccccc3)o2)cc1	5	0.8%
Cc1nccn1CC(=O)O	x	-5.2%
Cc1cc(N2CCN(c3ccc(F)cc3)CC2)n2ncnc2n1	15	-0.5%
Cc1ccc(NCCC(=O)c2cccs2)cc1C	-7	-1.0%
COc1ccc(NC(=O)C(=S)NC2CCCCC2)cc1	15	0.4%
O=C(Cc1ccccc1)Nc1cc(Cl)ccc1Sc1ccccc1	-5	-3.2%
Cc1c(NS(=O)(=O)CC23CCC(CC2=O)C3(C)C)c(=O)n(-c2ccccc2)n1C (stereo not drawn)	-2	-4.9%
Cc1[nH]c(=S)sc1Cc1ccc(F)cc1	x	-1.9%
COc1ccc(-c2nnc3ccc(SCC(=O)Nc4nc5ccc(C)cc5s4)nn23)cc1OC	-5	-6.3%
COCCNC(=S)N(CCc1c(C)[nH]c2ccc(Cl)cc12)Cc1cccs1	17	-1.4%
CC(C)C[C@H](N)c1nnc(S(=O)(=O)Cc2cccc(F)c2)o1	7	-0.1%

Next part; it opens with the 7 that closed the last part.
SMILES	RmlCD inh 1536	M. tuberculosis GlmU
COc1ccc(NC(=O)C(=S)NC2CCCCC2)cc1	15	0.4%
O=C(Cc1ccccc1)Nc1cc(Cl)ccc1Sc1ccccc1	-5	-3.2%
Cc1c(NS(=O)(=O)CC23CCC(CC2=O)C3(C)C)c(=O)n(-c2ccccc2)n1C (stereo not drawn)	-2	-4.9%
Cc1[nH]c(=S)sc1Cc1ccc(F)cc1	x	-1.9%
COc1ccc(-c2nnc3ccc(SCC(=O)Nc4nc5ccc(C)cc5s4)nn23)cc1OC	-5	-6.3%
COCCNC(=S)N(CCc1c(C)[nH]c2ccc(Cl)cc12)Cc1cccs1	17	-1.4%
CC(C)C[C@H](N)c1nnc(S(=O)(=O)Cc2cccc(F)c2)o1	7	-0.1%
Cc1nn(Cc2ccccc2)c(Cl)c1/C=C/C(=O)OCC(=O)NC(C)C(C)C (stereo not drawn)	3	3.3%
CCCCOc1ccc(C(=O)Nn2cnnc2)cc1	7	6.3%
Cc1ccc2nc(-c3ccc(SCC(=O)Nc4cc(C)on4)nc3)[nH]c2c1	6	3.0%
CCc1nc2ccc(C(=O)Nc3nnc(C)s3)cc2nc1CC	-8	-0.5%
CCNC(=O)n1nccc1C(C)Oc1ccccc1 (stereo not drawn)	9	2.0%
COC(=O)[C@H](CCSC)NC(=O)NCCc1ccccc1F	-5	3.8%
Cc1cc(C)nc(N2CCC(C(=O)NCc3cccc(C(F)(F)F)c3)CC2)n1	5	-3.6%
CCOC(=O)NC(=O)COC(=O)CNC(=O)c1ccc(OCC)c(OCC)c1	-10	-0.9%
CCSCCOC(=O)C1=C(C)NC(=O)NC1c1cccc(OC)c1OC (stereo not drawn)	9	1.6%
CCN(Cc1ccccc1)C(=O)C1CCN(CC2CC=CCC2)CC1 (stereo not drawn)	-10	3.5%
C(=N\n1cnnc1)/c1nc2ccccc2[nH]1	5	-3.9%
CCCOC1CCCN(Cc2nc(-c3cnccn3)no2)C1 (stereo not drawn)	x	0.1%
CCOc1ccc(OCC)c(NC(=O)C2CCCN(S(=O)(=O)c3c(C)n[nH]c3C)C2)c1 (stereo not drawn)	x	-2.3%
CC(C)OC(=O)c1ccc(S(N)(=O)=O)o1	3	-0.7%
COc1ccc(CNC(=S)Nc2ccc(S(N)(=O)=O)cc2)cc1	0	-2.5%
CC(=O)N1Cc2cc(N)ccc2Oc2ccccc21	4	-4.8%
Cc1ccc(/C=C/C(=O)OCC(=O)NCCN2C(=O)CSC2=O)cc1	11	-7.1%
COC(=O)c1cc(C(=O)NCCN2C(=O)S/C(=C\c3cccs3)C2=O)cc([N+](=O)[O-])c1	x	0.0%
CC(C)(C)NC(=O)CN(Cc1cccs1)C(=O)CCN1CCc2ccccc21	4	2.2%
COc1ccc(C(=O)N/N=C(\C)CC(=O)N2CCN(C=O)CC2)cc1	x	5.7%
CCc1nc2ccccc2c(C(=O)OCc2nnc(-c3ccccc3)o2)c1C	11	x
O=C1NC2(Nc3ccccc31)C(=O)Nc1ccc(Br)cc12 (stereo not drawn)	5	6.1%
O=C(CN1CC(c2ccccc2)CC1=O)Nc1ccc(F)cc1 (stereo not drawn)	-6	-1.4%
COc1cc(C2C(C(C)=O)=C(O)C(=O)N2CCN2CCOCC2)ccc1O (stereo not drawn)	x	-0.9%
Cn1c(=O)c(C(=O)CSc2ccccc2)c(N)n(Cc2ccccc2)c1=O	x	0.5%

(listing goes on)
SMILES	RmlCD inh 1536	M. tuberculosis GlmU
CCOC(=O)Nc1c(C)n(C)n(-c2ccccc2)c1=O	x	2.5%
COCCCNC(=O)C(=O)NCCCOC(C)C	-3	4.2%
Cc1ccc(C(=O)NCCOc2cccc(C)c2)cc1	-14	2.2%
O=C1/C(=C/c2ccc3c(c2)OCO3)N2CCC1CC2	28	-4.4%
O=C(NN1C(=O)c2ccccc2C1=O)c1ccccc1[N+](=O)[O-]	-8	1.1%
CCOC(=O)C1C(C)N=C2SCC(=O)N2C1c1cccc(Br)c1 (stereo not drawn)	u	-4.5%
O=c1c2ccccc2nc(-c2ccco2)n1-c1ccc(Br)cc1	6	-5.8%
O=C(NCC(c1cccnc1)N1CCOCC1)Nc1ccccc1 (stereo not drawn)	-7	1.4%
CC1CN(Cc2nc3c(c(=O)[nH]c(=O)n3C)n2CCN2CCOCC2)CC(C)O1 (stereo not drawn)	-6	-1.0%
CCC(C)n1c(C)cc(C(N)=O)c1C (stereo not drawn)	2	-3.1%
COc1cccc(N2CC(C(=O)Nc3nnc(SCc4ccccn4)s3)CC2=O)c1 (stereo not drawn)	14	1.4%
COc1cc(OC)c2c(=O)c(OC)c(-c3ccc(OC)c(OC)c3)oc2c1	-7	1.7%
COc1ccc(C2CC(=O)c3cnc(NC(=O)c4ccccc4)nc3C2)cc1OC (stereo not drawn)	-8	-4.2%
O=C(NC(=S)Nc1ccc(N2CCOCC2)c(Cl)c1)c1sc2ccccc2c1Cl	7	-0.8%
CC1=NN(c2nc(-c3ccc(C#N)cc3)cs2)C(=O)C1	17	1.4%
CC1=NC(=O)C(N=Nc2ccccc2)N1c1ccccc1 (stereo not drawn)	x	0.6%
O=c1[nH]c(=O)n(Cc2ccco2)c(O)c1C=NC1CC1	x	-4.8%
CC(NS(=O)(=O)c1ccccc1)C1COc2ccccc2O1 (stereo not drawn)	x	-2.0%
CNC(=S)Nc1cc(Cl)ccc1Oc1ccccc1	-9	8.8%
COc1ccc(C2=NN(C(=O)CCC(=O)O)C(c3cccs3)C2)cc1 (stereo not drawn)	-10	2.4%
Cc1nc(Cl)c(C(=O)Nc2cccc(F)c2)c(C)c1Cl	-21	4.3%
COc1ccc2ccccc2c1C1CC(=O)N2CN(C3CCCCC3)CSC2=C1C#N (stereo not drawn)	x	7.2%
Cc1c(O)cc2c(c1O)C(=O)CC(c1ccccc1)O2 (stereo not drawn)	x	8.6%
C[C@]12CC[C@@H]3c4ccc(O)cc4CC[C@H]3[C@@H]1C[C@@H](O)[C@@H]2O[C@@H]1O[C@H](C(=O)O)[C@@H](O)[C@H](O)[C@H]1O	x	-1.3%
Cc1ccc(S(=O)(=O)Oc2ccc(/C=C(/NC(=O)c3ccccc3)C(=O)NCCC(=O)O)cc2)cc1	-10	1.6%

Following part.
SMILES	RmlCD inh 1536	M. tuberculosis GlmU
Cn1c(C(C#N)C(=O)c2sc3ccccc3c2Cl)nc2ccccc21 (stereo not drawn)	-2	2.8%
COc1cc(/C=N/NC(=S)Nc2cccc(C(=O)O)c2)cc(OC)c1OC	9	6.2%
COc1ccccc1-n1c(-c2ccc(NS(C)(=O)=O)cc2)n[nH]c1=S	11	5.9%
Nc1cc(N2CCCCC2)c([N+](=O)[O-])cc1Cl	-8	5.5%
Cc1ccc(-c2nc(N3CCOCC3)sc2C(=O)N2CCCCC2)cc1	4	-6.8%
CC(=O)Nc1ccc(/C=C(\C#N)C(=O)NC2CCCCC2C)cc1 (stereo not drawn)	x	4.0%
N#Cc1ccc(N2CCNCC2)c(F)c1	x	-4.4%
O=C(NCc1ccco1)c1cccc(F)c1	8	-0.5%
C=CCN(CC=C)S(=O)(=O)c1ccc2nc(NC(=O)C(C)C)sc2c1	9	-1.6%
O=C(CCCN1C(=O)c2ccccc2C1=O)NCCCN1CCOCC1	7	-4.0%
COc1ccc(C(C)=O)cc1CSCCC(=O)O	9	-4.3%
COCCCNCCCCOc1ccc(Br)cc1C	-17	-2.0%
CC(OC(=O)Cn1c(C(F)(F)F)nc2ccccc21)C(=O)N1CCCc2ccccc21 (stereo not drawn)	x	3.8%
CCCCNC1C(CC)C(CCC)C(C#N)(C#N)C1(C#N)C#N (stereo not drawn)	9	-4.1%
CCOC(=O)c1c(NC(=S)Nc2ccc(Cl)cc2)sc2c1CCN(C)C2	-3	0.1%
CCOC(=O)Cc1csc(NC(=O)CSc2nnc(C3CC3)n2C)n1	8	-4.7%
Cc1ccnc(NC(=O)c2cccc(NC(=O)COc3ccccc3)c2)c1	x	1.7%
CCN(CC)S(=O)(=O)c1ccc(C(=O)N(c2ccccc2)C2C=CS(=O)(=O)C2)cc1 (stereo not drawn)	x	1.3%
COc1cccc(CN2CCN(Cc3nc(-c4cccc(F)c4F)oc3C)CC2=O)c1	9	-4.4%
c1ccc(Cc2nnc(N3CCCCC3)c3ccccc23)cc1	8	-4.4%
O=C(O)c1ccc(CSc2nc3ccc(NC(=O)c4ccccc4C(=O)O)cc3s2)cc1	-10	8.0%
Cn1cc(/C=C(\C#N)C(=O)Nc2ncc(Cc3ccc(Cl)cc3)s2)c2ccccc21	-6	7.7%
Cc1occc(=O)c1O	x	2.6%
Cc1cc(CNC(=O)COc2ccccc2)c2ccccc2n1	-12	3.8%
CCn1c(O)c(/C=N/N=C/c2ccccc2)c2ccc(C3=NNC(=O)CC3)cc21	11	5.9%

The list continues:
SMILES	RmlCD inh 1536	M. tuberculosis GlmU
Cn1c(=O)[nH]c(=O)c2c1nc(NC1CCCCC1)n2CC(=O)NC1CCCCC1	-10	5.7%
COC(=O)CSc1nnc(CNC(=O)c2ccccc2OC)n1C	20	2.9%
Cn1c(=O)cc(SCC(=O)Nc2cccnc2)c2ccccc21	-4	4.1%
COc1ccc(/C(=N/OC(C)=O)c2nccc3cc(OC)c(OC)cc23)cc1OC	-9	-4.2%
COc1c(Cl)cccc1-c1cn2ccccc2n1	7	-1.1%
N#Cc1ccccc1NC(=O)c1ccc(-c2ccccc2Cl)o1	x	-2.5%
Cn1cnnc1SC(C(=O)Nc1ccc(F)cc1)c1ccccc1 (stereo not drawn)	-4	-0.7%
Cc1ccc(N=C(N(C)C)P(=O)(N(C)C)N(C)C)c(C)c1	6	-2.8%
COc1ccc(NC(=O)N2CCCCC2c2cccnc2)cc1 (stereo not drawn)	-8	-2.5%
Cc1ccc(Sc2sc(=O)n(C)c2S(=O)(=O)c2ccc(C)cc2)cc1	-1	-0.8%
CCCCC(=O)Nc1ccc(NC(=S)NC(=O)CC(C)C)cc1OC	1	-0.3%
O=[N+]([O-])c1nn(-c2ccc3c(c2)OCCO3)n(O)c1=NCc1ccc(F)cc1	-5	5.1%
Cc1cc(NC(=O)c2ccc(Br)c([N+](=O)[O-])c2)no1	9	-0.6%
CN(C)/C=C1/C=C(c2ccccc2)OC1=O	-14	1.4%
CCN1C(=O)CC(C(=O)Nc2ccc(F)cc2)SC1=Nc1ccc2c(c1)OCO2 (stereo not drawn)	x	-1.3%
Nc1nnc(SCC(=O)OCC(=O)Nc2ccc(Br)cc2F)s1	7	8.0%
COc1ccc(C(=O)CSc2nnc(COc3ccccc3)n2Cc2ccco2)cc1	x	-2.8%
O=C(c1ccc(Cl)cc1[N+](=O)[O-])N(Cc1ccccc1)Cc1ccccc1	-11	1.6%
CC(Sc1ccccc1)C(=O)N/N=C/c1cccnc1 (stereo not drawn)	12	2.9%
CC(C)Cn1c(-c2csc3ccccc23)n[nH]c1=S	10	x

A portion of the library (hit frequency here may not be typical).
